Bioassay records deposited in PubChem BioAssay by The Scripps Research Institute Molecular Screening Center.
M1 PAM – positive allosteric modulators of human M1 muscarinic receptor; P11229; CHO-K1 hM1, Fluo-8 calcium fluorescence, ACh EC20; 0% = ACh EC20, 100% = maximal ACh; activation, % at 3 µM; actives 0.088% (n = 360,000); in the data active = activation above about 19%, passing the limit was not always enough
M4 ag – agonists of human muscarinic M4 receptor (CHRM4); activation, % at 3 µM; CHO-K1 hM4/Gqi5, Fluo-8 calcium fluorescence; vehicle 0%, full acetylcholine response 100%; actives 0.14% (n = 360,000); AID 624127; P08173;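 active = activation above the run mean over all test wells plus 3 SD, cut at about 32% in these data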;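 also: peak over basal fluorescence ratio per well then scaled between controls; 0% = DMSO wells and 100% = acetylcholine at EC100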
Target sequence (P08173 whole entry, looked up): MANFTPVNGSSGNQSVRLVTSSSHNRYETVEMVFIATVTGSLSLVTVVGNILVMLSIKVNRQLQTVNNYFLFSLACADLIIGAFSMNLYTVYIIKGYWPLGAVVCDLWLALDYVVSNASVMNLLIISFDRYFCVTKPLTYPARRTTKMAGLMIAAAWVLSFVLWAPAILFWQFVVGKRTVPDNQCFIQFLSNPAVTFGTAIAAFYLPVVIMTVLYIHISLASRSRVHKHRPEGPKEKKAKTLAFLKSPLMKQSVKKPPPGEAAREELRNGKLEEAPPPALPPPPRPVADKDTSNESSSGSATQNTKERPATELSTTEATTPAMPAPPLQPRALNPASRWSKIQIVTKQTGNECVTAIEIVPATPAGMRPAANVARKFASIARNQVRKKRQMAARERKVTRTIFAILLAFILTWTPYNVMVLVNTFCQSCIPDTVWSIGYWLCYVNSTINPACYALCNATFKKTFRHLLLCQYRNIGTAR
CHRM1 agonist – human M1 muscarinic receptor agonism; CHO-K1 hM1, Fluo-8 calcium fluorescence, agonist mode; 0% DMSO, 100% acetylcholine EC100; activation, % at 3 µM; actives 0.33% (n = 360,000);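 active = activation above the run's mean compound activation plus 3 SD, cut at about 16% in these data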;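 also: peak over basal fluorescence ratio within a 140 s kinetic read after compound addition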
M5 ag – CHRM5 agonism in calcium assay. CHO-K1 hM5 cells, Fluo-8 calcium fluorescence; 0% DMSO wells, 100% maximal acetylcholine response. actives 0.19% (n = 360,000). AID 624037. activation, % at 3 µM;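 active = activation above the run's mean over test compounds plus 3 SD, cut at about 23% in these data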;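 also: signal is peak over basal fluorescence ratio across the kinetic read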
Target sequence (P08912 whole entry, looked up): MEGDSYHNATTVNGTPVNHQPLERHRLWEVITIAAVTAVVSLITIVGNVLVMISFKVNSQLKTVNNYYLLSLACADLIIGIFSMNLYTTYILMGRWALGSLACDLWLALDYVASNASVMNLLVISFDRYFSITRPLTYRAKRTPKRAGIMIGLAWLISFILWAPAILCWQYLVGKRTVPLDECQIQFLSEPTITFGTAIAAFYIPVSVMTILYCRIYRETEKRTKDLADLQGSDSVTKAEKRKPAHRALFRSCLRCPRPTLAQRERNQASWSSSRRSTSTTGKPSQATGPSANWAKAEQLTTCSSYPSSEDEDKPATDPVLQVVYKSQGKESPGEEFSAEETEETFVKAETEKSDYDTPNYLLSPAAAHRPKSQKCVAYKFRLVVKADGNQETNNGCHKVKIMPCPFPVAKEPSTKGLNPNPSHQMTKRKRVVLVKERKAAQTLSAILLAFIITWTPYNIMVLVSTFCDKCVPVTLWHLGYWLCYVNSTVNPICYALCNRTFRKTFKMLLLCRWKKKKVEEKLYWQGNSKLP
TAAR1 ag – human TAAR1 agonism. CHO RD-HGA16 TAAR1, Fluo-8 calcium fluorescence; vehicle wells 0%, saturating PEA agonist 100%. activation, % at 3 µM. actives 0.99% (n = 360,000);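 active = activation above the mean activation of all test compounds in the run plus 3 SD, cut at about 38% in these data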
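Test system: RD-HGA16 (CHO) cells co-expressing Gα16 and hTAAR1 | Doses: Single dose, 3 µM | Schedule: 17-24 h seeding, 75 min 37 °C dye, 30 min RT | Evaluation: % activation from peak over basal fluorescence ratio, DMSO-to-PEA scaled | Technique: Kinetic Fluo-8 calcium fluorescence | Benchmarks: Low control DMSO, high control PEA (EC100)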
CHRM5 PAM – potentiates acetylcholine response at human M5 receptor; P08912; CHO-K1 hM5, Fluo-8 calcium, ACh EC20 PAM; 0% = ACh EC20, 100% = ACh EC100; activation, % at 3 µM; actives 0.3% (n = 360,000); AID 624038;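 active = activation above the run cutoff, the mean activation of all test compounds plus 3 SD, cut at about 18% in these data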
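System: CHO-K1 cell line with stable human muscarinic M5 receptor expression | Also added: EC20 acetylcholine as agonist stimulus | Compound: One concentration, 3 µM final (nominal) | Timing: Fluo-8 loading 80 min at 37 °C plus 30 min room temperature | Measured by: Fluo-8 calcium dye fluorescence, kinetic read | Read-out basis: % activation, ACh-normalized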
M5 antag – antagonists of human muscarinic M5 receptor (CHRM5) | P08912 | CHO-hM5 cells, Fluo-8 calcium fluorescence, ACh EC80 | inhibition, % at 3 µM | actives 0.59% (n = 360,000);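 active = inhibition above a per-plate cutoff, the mean of that plate's test compounds plus 3 SD, cut at about 27% in these data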;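 also: 0% = acetylcholine EC80 with DMSO and 100% = DMSO without agonist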
M1 antag – human CHRM1 antagonism; P11229; CHO-K1 hM1, Fluo-8 calcium fluorescence, ACh EC80 antagonist; inhibition, % at 3 µM; actives 1.3% (n = 360,000); AID 588852;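 active = percent inhibition above its own plate's cutoff, namely the mean of that plate's compound wells plus 3 SD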;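 also: peak over basal fluorescence ratio during 140 s after agonist addition; 0% = ACh EC80 plus DMSO and 100% = DMSO alone without agonist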
M4 antag – antagonists of human muscarinic M4 receptor (CHRM4); P08173; CHO-hM4 cells, ACh EC80, Fluo-8 calcium fluorescence; inhibition, % at 3 µM; actives 0.73% (n = 360,000); AID 624125;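 active = inhibition above its plate's cutoff, the mean inhibition of sample wells plus 3 SD, cut at about 27% in these data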;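 also: 0% = acetylcholine EC80 with DMSO and 100% = DMSO without agonist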
* = called active by the depositor; · = not tested or not shown. A portion of the library (hit frequency here may not be typical).

SMILES	M1 PAM	M4 ag	CHRM1 agonist	M5 ag	TAAR1 ag	CHRM5 PAM	M5 antag	M1 antag	M4 antag
Cc1cc(C)n2cc(CSc3nnc(-c4ccccc4)c(-c4ccccc4)n3)nc2n1	6	0	-4	-2	-2	0	8	-8	-1
O=c1[nH]c2ccc(S(=O)(=O)N3CCCCC3)cc2[nH]c1=O	7	0	-2	2	1	3	-5	-25	2
CCCNC(=O)C1(C)CCN1C(=O)c1ccc(C(C)(C)C)cc1 (stereo unspecified)	9	1	2	1	1	-2	13	-11	-7
Cc1ccc(NC(=O)CNC(=O)c2sc3ccccc3c2Cl)nc1	7	3	-1	1	1	3	6	-15	-8
CCOc1ccc(OCc2nnc(SCC(=O)NC3CCS(=O)(=O)C3)n2-c2ccc(Cl)cc2)cc1 (stereo unspecified)	0	1	-4	-3	4	-2	9	1	3
CCCCC(C(=O)O)C(C)CC(=O)Nc1nccs1 (stereo unspecified)	9	0	-1	5	-3	12	-2	-12	1
CC1=C(C(=O)N(C)C)CC(CC(=O)NCc2cccc3ccccc23)C(=O)N1Cc1ccccc1 (stereo unspecified)	9	2	-4	1	1	10	-9	-20	-5
C/C(=N\NC(=O)c1c(Cl)c(C)nn1C)c1cccc(NC(=O)COc2ccccc2)c1	0	2	-4	-2	13	-8	0	3	-4
O=C(NCc1ccco1)c1ccc(C(F)(F)F)cc1	-5	13	-6	4	3	-3	7	5	-1
O=C(COc1ncnc2ccccc12)NCCc1ccc(F)cc1	8	1	-5	0	9	0	4	-13	4
CCOC(=O)c1c(NC(=O)c2cccs2)sc2c1CCN(C(=O)OCC)C2	2	0	-3	0	0	2	2	2	8
COc1cccc(C2CN(c3ccc(F)cc3F)N=C2c2cccs2)c1OC (stereo unspecified)	-2	-2	-5	-2	12	-5	-4	7	10
CC(=O)Nc1ccc(NC(=O)C2(C)Cc3c(-c4ccc5c(c4)OCO5)ccnc3O2)cc1 (stereo unspecified)	7	3	-3	-1	2	0	-1	-13	-5
CC(=O)Nc1ccc(NC(=O)C(C)OC(=O)CNS(=O)(=O)c2ccc(Br)cc2Cl)cc1 (stereo unspecified)	3	1	-3	-3	0	3	-16	-7	-17
Cc1cc(C)cc(N2CN=c3s/c(=C\c4ccco4)c(=O)n3C2)c1	0	1	-6	-1	-1	1	-4	-1	8
Cc1ccc(S(=O)(=O)NCc2ccccc2NS(=O)(=O)c2ccc(C)cc2)cc1	·	13	·	3	0	-13	5	·	-4
Cc1cc(F)ccc1S(=O)(=O)N(C(=O)c1ccncc1)c1ccc(OC(=O)c2ccncc2)cc1	1	4	-2	-1	3	-2	10	-1	-3
Cc1ccc(-c2nc(CS(=O)(=O)CC(=O)N3CCOCC3)c(C)o2)cc1	3	1	-4	-6	-1	-6	14	-7	1
C/C(=N/NC(=O)CN1CCN(Cc2ccccc2Cl)CC1)c1cccnc1	14	0	-5	-1	1	1	5	-16	-2
OCC1(CCCc2ccccc2)CCN(Cc2ccc(F)cc2)CC1	-8	1	-10	-9	6	4	-1	7	3

Sorted by length of the SMILES (rising): some entries from above.
SMILES	M1 PAM	M4 ag	CHRM1 agonist	M5 ag	TAAR1 ag	CHRM5 PAM	M5 antag	M1 antag	M4 antag
CCCCC(C(=O)O)C(C)CC(=O)Nc1nccs1 (stereo unspecified)	9	0	-1	5	-3	12	-2	-12	1
O=C(NCc1ccco1)c1ccc(C(F)(F)F)cc1	-5	13	-6	4	3	-3	7	5	-1
O=C(COc1ncnc2ccccc12)NCCc1ccc(F)cc1	8	1	-5	0	9	0	4	-13	4
OCC1(CCCc2ccccc2)CCN(Cc2ccc(F)cc2)CC1	-8	1	-10	-9	6	4	-1	7	3
COc1cccc(C2CN(c3ccc(F)cc3F)N=C2c2cccs2)c1OC (stereo unspecified)	-2	-2	-5	-2	12	-5	-4	7	10
C/C(=N/NC(=O)CN1CCN(Cc2ccccc2Cl)CC1)c1cccnc1	14	0	-5	-1	1	1	5	-16	-2
Cc1cc(C)cc(N2CN=c3s/c(=C\c4ccco4)c(=O)n3C2)c1	0	1	-6	-1	-1	1	-4	-1	8
CCOC(=O)c1c(NC(=O)c2cccs2)sc2c1CCN(C(=O)OCC)C2	2	0	-3	0	0	2	2	2	8
Cc1ccc(-c2nc(CS(=O)(=O)CC(=O)N3CCOCC3)c(C)o2)cc1	3	1	-4	-6	-1	-6	14	-7	1
C/C(=N\NC(=O)c1c(Cl)c(C)nn1C)c1cccc(NC(=O)COc2ccccc2)c1	0	2	-4	-2	13	-8	0	3	-4
CC(=O)Nc1ccc(NC(=O)C2(C)Cc3c(-c4ccc5c(c4)OCO5)ccnc3O2)cc1 (stereo unspecified)	7	3	-3	-1	2	0	-1	-13	-5
CC1=C(C(=O)N(C)C)CC(CC(=O)NCc2cccc3ccccc23)C(=O)N1Cc1ccccc1 (stereo unspecified)	9	2	-4	1	1	10	-9	-20	-5
Cc1cc(F)ccc1S(=O)(=O)N(C(=O)c1ccncc1)c1ccc(OC(=O)c2ccncc2)cc1	1	4	-2	-1	3	-2	10	-1	-3

(continued)
SMILES	M1 PAM	M4 ag	CHRM1 agonist	M5 ag	TAAR1 ag	CHRM5 PAM	M5 antag	M1 antag	M4 antag
CCCCOC(=O)C1=C(C)Nc2ncnn2C1c1cc(OC)c(OC)cc1OC (stereo unspecified)	4	1	-6	-1	3	0	3	-1	10
O=c1c2ccccc2oc2cc(OCc3ccc(F)cc3)cc(O)c12	7	2	-3	-2	0	-5	1	-15	8
C/C(=N\O)C(C)/[N+]([O-])=C/c1nc(C)c(C)n1O (stereo unspecified)	8	0	-1	2	5	1	-6	-11	0
CCOc1ccc(NC(=O)CC2C(=O)N(CC)C(=S)N2CCN2CCOCC2)cc1 (stereo unspecified)	-9	1	-2	2	6	-3	5	25	10
COc1ccc(NC(=O)C2CCN(S(=O)(=O)c3ccc(OC)c(OC)c3)CC2)c(OC)c1	6	0	2	1	1	1	-8	5	8
CCc1ccc2c(c1)c1nc(C)sc1n2CC	7	-4	-6	-7	11	3	3	-12	-2
COc1ccc(C(=O)OCC(=O)c2ccc(Cl)s2)c(OC)c1OC	2	1	-6	-4	1	-6	3	-5	-2
CCOC(=O)c1cn(CC(=O)Nc2ccc(C)cc2)nn1	9	1	-4	4	4	8	-1	2	11
O=C(NCc1ccc2c(c1)OCO2)C1CCC(=O)N1C1CCCC1 (stereo unspecified)	11	1	0	1	0	1	3	-13	0
NC(=O)C1CC(=O)N(c2ccc(OCC(=O)N3CCCC3)cc2)C1 (stereo unspecified)	-1	2	-4	2	20	1	7	8	6
O=C(NNC(=O)c1cc2cc(Br)ccc2oc1=O)c1ccc(O)cc1O	9	5	-2	3	35	-3	2	-10	5
O=C(Cc1ccccc1)NNC(=S)Nc1ccc(Cl)cc1	6	1	-5	0	1	-1	1	-6	10
O=C(O)c1ccc2c(c1)OCCOCCOCCOCCOCCO2	6	0	-3	-2	4	0	-4	-16	-18
Cc1ccnc(Sc2ncccc2[N+](=O)[O-])n1	-4	0	-1	-7	1	6	-14	1	-2
CCCCNCc1cc(Br)c(OCC(=O)N2CCOCC2)c(OC)c1	7	3	-6	2	14	1	0	-9	6
CCOC(=O)c1cnc(-c2ccccc2)nc1Oc1ccc(C)cc1	1	-2	-5	-10	12	-6	-2	-35	-9
CC1(C(=O)NS(=O)(=O)c2ccccc2Cl)CCN1C(=O)CC1CC1 (stereo unspecified)	2	1	-2	1	1	1	-6	-8	-10
CC(C)CC(=O)NC(=S)NNC(=O)c1ccc(NC(=O)C2CCCCC2)cc1	-2	-1	-5	-3	2	0	6	4	2
CCN(C(=O)CSc1nc(C)nc2sc(C)c(C)c12)C1CCS(=O)(=O)C1 (stereo unspecified)	11	1	2	6	3	-1	-2	-5	-16
O=C1CCCc2c1nn(-c1ccccc1)[n+]2[O-]	2	-1	-10	1	9	4	-4	3	4
CSCC[C@H](NS(=O)(=O)c1ccc(C)cc1)C(=O)N1CCC(C(=O)N[C@H](C(=O)O)c2ccccc2)CC1	1	1	-1	2	1	-3	-1	-3	-19
CCOc1ccccc1/C=N/NC(=O)c1c(C)nc2ccc(Br)cn12	-4	5	-3	-1	4	0	1	6	-1
O=C(CSc1nnc(-c2ccccc2)c2ccccc12)NCCN1C(=O)CSC1=O	-5	1	-9	-6	-1	0	5	20	-10
COc1ccccc1NS(=O)(=O)c1cccc(C(=O)NC2CCN(Cc3ccccc3)CC2)c1	-4	13	-3	-1	·	-12	20	8	10
CN(C)c1ncc(S(=O)(=O)c2ccccc2)c(N)n1	17	3	-1	0	6	4	-10	-15	-9
CC(=O)N1CCC(=NNS(=O)(=O)c2ccc(C)c([N+](=O)[O-])c2)CC1	9	0	-4	-2	11	4	-13	-11	-5
CCNc1nc2c(c(=O)n(Cc3ccccc3)c(=O)n2C)n1Cc1ccccc1	5	2	-4	-3	-2	-6	1	-7	-4
Fc1ccc(C2NC(=S)NC3=C2N2CCC3CC2)cc1 (stereo unspecified)	7	2	0	4	19	0	-6	-31	-8
CC(=O)NCCn1c(SCc2ccccc2C)nc2ccccc2c1=O	-8	2	-3	0	24	-7	11	12	4
CCC(=O)N1CCc2cc(S(=O)(=O)NC(CC(C)C)C(=O)N3CCc4ccccc43)ccc21 (stereo unspecified)	3	0	-5	-1	0	4	-5	4	-5
C[C@@H](NC(=O)c1ncn(C)c1C(=O)N[C@H](C)c1ccccc1)c1ccccc1	3	3	-9	-5	21	0	3	4	5
CCNc1nc2c(cnn2C)c(=O)[nH]1	10	0	0	2	7	15	9	-15	-2
COc1ccc(OCC(=O)Nc2ccccc2C(=O)Nc2ccc(C(=O)O)cc2)cc1	0	0	-3	-3	0	-6	-3	0	-2
Cc1nc2ccc(C(=O)Nc3cccc(OCC(=O)N(C)C)c3)cn2c1N(C)CC1CCCCC1	-7	7	-7	0	7	-4	0	7	1
O=c1c2ccccc2nnn1Cc1cccc2ccccc12	10	-1	-9	-5	6	-4	7	-7	-3
CCCNC(=O)c1ccc(COc2ccc(Cl)cc2)o1	-3	1	-3	4	0	3	-9	9	0
CC1(C(=O)Nc2cccc3ccccc23)CCN1C(=O)Cc1ccc(Cl)cc1Cl (stereo unspecified)	9	0	-3	-3	1	-1	-7	-15	-5
